Source: PubChem (several laboratories)
HPDE-C7 viability – HPDE-C7 pancreatic duct cell viability loss – fluorescence, HTS (AID 430). HPDE-C7 pancreatic duct cells viability, fluorescence; higher % means a stronger effect. cytotoxicity, % at 10 µM; hits with a dose series show EC50 in µM. 63,000 tested, 1.8% active;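 also: cells exposed to compound for 48 hours before viability readout; 0% = vehicle and 100% = reference cytotoxic drug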
KRASV12 cytotoxicity – cytotoxicity in KRAS-transformed pancreatic duct cells, primary screen, cell-based, fluorescence, HTS (AID 431); 63,000 tested, 1.7% active; HPDE-C7K KRASV12 cells, Alamar Blue viability, 48 h; higher % means a stronger effect; one-dose cytotoxicity, % at 10 µM; EC50 in µM for titrated hits;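 active = compounds whose percent cytotoxicity in the single-dose primary screen, scaled between solvent and toxic-drug controls, exceeds 50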;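 also: 0% = DMSO solvent wells and 100% = doxorubicin-treated wells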
Spn DPM-DC inh – inhibitors of Streptococcus pneumoniae diphosphomevalonate decarboxylase; purified DPM-DC, PK/LDH coupled NADH fluorescence; 65,000 tested, 0.49% active; calls only at 10 µM;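 active = the 320 compounds with the highest percent inhibition in the single-dose primary screen, excluding strongly autofluorescent ones, cut at about 32% in these data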;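 also: kinetic rate of NADH fluorescence loss reporting ADP formed by the decarboxylase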
Spn MK inh – blocks S. pneumoniae mevalonate kinase; purified MK, PK/LDH-coupled NADH absorbance 340 nm; inhibition, % at 10 µM; 65,000 tested, 0.48% active; AID 555;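 active = ranked among the strongest by inhibition in the single 10 µM screen, a fixed top-ranked set picked for dose follow-up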; also: no value below 0 was filed
Alkaline phosphatase – human TNAP enzyme inhibitors, biochemical, luminescent (AID 518); purified TNAP enzyme, luminescent substrate readout; higher % means a stronger effect; inhibition, % at 20 µM, or IC50 in µM where a hit was titrated; 64,000 tested, 0.09% active; in the data active = a potency from the dose series; inactive = the rest, 99 in 100 with inhibition below about 22%;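 also: plate controls were vehicle for no effect and reference inhibitor for full effect; many of its hits are not listed in these tables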
Bfl-1 inhibitors – Bfl-1 inhibitors, primary screen, biochemical, fluorescence polarization, FITC-Bid, mouse (AID 432); FITC-Bid BH3 peptide fluorescence polarization displacement; higher % means a stronger effect; 64,000 tested, 0.02% active; displacement, % at 20 µM, or IC50 in µM where a hit was titrated; in the data active = a potency from the dose series; inactive = the rest, 99 in 100 with displacement below about 15%; also: strong numbers were not always called active
PMK inhibit – inhibitors of Streptococcus pneumoniae phosphomevalonate kinase; purified PMK, PK/LDH-coupled NADH absorbance 340 nm; inhibition, % at 10 µM; 65,000 tested, 0.49% active; AID 539;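 active = top-ranked compounds by inhibition in the single 10 µM screen, taking a fixed number of the strongest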;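 also: 0% = full reaction with DMSO carrier and 100% = background rate without enzyme reaction; no value below 0 was filed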
LYP inhibition – LYP phosphatase inhibitors, primary screen, biochemical, DiFMUP fluorescence, recombinant catalytic domain, 10 µM (AID 606); recombinant LYP catalytic domain, DiFMUP fluorescence; higher % means a stronger effect; one-dose inhibition, % at 10 µM; IC50 in µM for titrated hits; 52,000 tested, under 10 active;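 active = IC50 under 40 µM in the dose-response test; inactive = IC50 of 40 µM or more, or never dose-tested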
HT1080 viability – cytotoxicity in HT1080 fibrosarcoma cells, cell-based, fluorescence readout (AID 620); HT1080 viability, fluorescence; higher % means a stronger effect; 87,000 tested, 0.42% active; cytotoxicity, % at 10 µM; hits with a dose series show EC50 in µM;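 also: cells exposed to compound overnight then 4 h with Alamar Blue; 0% = vehicle DMSO and 100% = killing control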
PMK inhibit pilot replicates – second read-out of PMK inhibit, no call of its own (marks repeat the call); inhibition, %; measured here: pilot screen replicates
Spn MK inh pilot replicates – recorded beside Spn MK inh, whose call it bears; inhibition, %; measured here: pilot screen replicates
Spn DPM-DC inh pilot screen % – also measured in Spn DPM-DC inh; calls as there; inhibition, %; measured here: pilot screen trials
Numbers without * were called inactive; i = inactive; x = not tested or not shown. Rule as the data show it, unless noted: active = cytotoxicity above about 50%; inactive = the rest.

SMILES	HPDE-C7 viability	KRASV12 cytotoxicity	Spn DPM-DC inh	Spn MK inh	Alkaline phosphatase	Bfl-1 inhibitors	PMK inhibit	LYP inhibition	HT1080 viability	others
CC(C)(C)NC(=O)Cn1nnnc1-c1nonc1N	2%	9%	i	15	15%	1%	12	3%	0%	PMK inhibit pilot replicates=7.5;Spn MK inh pilot replicates=0.0;Spn DPM-DC inh pilot screen %=0.0
CCCCCCS(=O)[C@H]1CS(=O)(=O)C[C@@H]1S(=O)CCCCCC (stereo not given in full)	-4%	-4%	i	8	8%	-3%	0	6%	1%
COc1c(O)ccc2cnn(-c3ccccc3C)c(=O)c12	11%	11%	i	4	12%	-1%	0	1%	0%
CCCn1cc(SCC(N)=O)c2ccccc21	-4%	2%	i	1	18%	-1%	8	x	x	PMK inhibit pilot replicates=2.0;Spn MK inh pilot replicates=0.0;Spn DPM-DC inh pilot screen %=0.0
O=C(CCNC(=O)c1ccc(Br)o1)NC1CCCC1	11%	5%	i	0	11%	0%	12	11%	8%	PMK inhibit pilot replicates=3.0;Spn MK inh pilot replicates=0.0;Spn DPM-DC inh pilot screen %=3.5
CCN(CC)CCCNC(=O)c1cc2c(-c3ccc(Cl)cc3)nn(C)c2s1	37%	21%	x	2	1%	-7%	1	0%	10%
CN(C)c1ccc(NC(=O)CN2C(=O)CC(c3ccccc3)=Nc3ccccc32)cc1	-1%	-10%	i	0	6%	2%	7	x	-3%
COC(=O)c1nnn(-c2nonc2N)c1CSCCO	-5%	-3%	i	4	7%	-5%	1	11%	5%
CCOC(=O)c1cc(C)[nH]c(=S)c1C#N	-10%	-14%	i	14	9%	-10%	8	8%	0%
Clc1ccc(C2CC(c3ccccc3)Nc3ncnn32)cc1 (stereo not given)	-3%	-10%	i	9	6%	1%	11	6%	-8%
NC(=O)C1(N2CCCCC2)CCN(C2CC(=O)N(Cc3cccs3)C2=O)CC1 (stereo not given)	-19%	0%	i	9	4%	4%	12	3%	1%	PMK inhibit pilot replicates=1.5;Spn MK inh pilot replicates=0.0;Spn DPM-DC inh pilot screen %=1.0
CCN(CC)C(=O)C1CCN(Cc2cccc(OCc3ccccc3)c2)CC1	x	x	i	0	22%	-6%	0	2%	-4%
O=C(CCCNS(=O)(=O)c1cccc2nsnc12)NCc1ccc(Cl)cc1	-16%	-3%	i	0	13%	-1%	24	15%	1%
Cc1cc2cc(CNC(=O)Cc3cccs3)ccc2n1C	-19%	1%	i	2	7%	1%	11	9%	x
O=C(CCn1nc(-c2ccccc2)ccc1=O)N1CCCC1	-10%	5%	i	7	15%	5%	21	12%	2%	PMK inhibit pilot replicates=0.5;Spn MK inh pilot replicates=0.5;Spn DPM-DC inh pilot screen %=0.0
c1ccc(-n2ncc3c(NCCCN4CCOCC4)ncnc32)cc1	-14%	1%	i	6	9%	1%	8	x	0%
O=C(Nc1ccc(N2CCOCC2)c(Cl)c1)c1ccco1	-6%	-12%	i	8	4%	2%	7	11%	-2%
CC(=O)N1CC2(C)CN(C(C)=O)CC(C)(C1)C2	-5%	-7%	i	11	6%	-8%	4	10%	1%
CC(=O)Nc1ccc(S(=O)(=O)n2cnc3cc(C)c(C)cc32)cc1	12%	9%	i	3	5%	-4%	14	x	-6%
O=C(NCc1ccc2c(c1)OCO2)c1c(O)c2cccc3c2n(c1=O)CCC3	6%	-1%	i	11	6%	3%	8	2%	-6%
Cc1nnsc1C(=O)Nc1ccccc1Cl	7%	1%	i	5	5%	-7%	7	11%	-16%
c1ccc(-c2csc(-n3cnnn3)n2)cc1	3%	4%	i	10	9%	0%	15	-1%	2%
O=c1[nH]cnc2scc(-c3ccc(F)cc3)c12	-5%	8%	i	5	10%	-10%	1	-7%	6%
O=C(NCCCNC(=O)C(F)(F)C(F)F)C(F)(F)C(F)F	1%	1%	i	10	13%	5%	10	7%	-5%
CC(NC(=O)c1ccco1)c1ccc2c(c1)OCCO2 (stereo not given)	1%	3%	i	11	13%	-1%	5	10%	x	PMK inhibit pilot replicates=1.5;Spn MK inh pilot replicates=0.0;Spn DPM-DC inh pilot screen %=0.0
CCOC(=O)CNC(=O)c1sc2nc(C)cc(C)c2c1N	x	x	x	10	6%	2%	16	1%	15%
N#CCc1c(C#N)c(N)nc(N2CCN(S(=O)(=O)c3ccccc3)CC2)c1C#N	10%	19%	i	5	19%	1%	11	15%	-7%	PMK inhibit pilot replicates=3.0;Spn MK inh pilot replicates=0.0;Spn DPM-DC inh pilot screen %=14
CN1CCC2(CC1)C1CN(C)CC=C1C(C#N)=C(N)C2(C#N)C#N (stereo not given)	-4%	-14%	i	12	11%	-5%	3	0%	40%
CC1(C)CC(=O)CC(=Nc2ccc(C(=O)O)cc2)C1	3%	2%	i	14	18%	0%	13	10%	4%	PMK inhibit pilot replicates=3.0;Spn MK inh pilot replicates=1.5;Spn DPM-DC inh pilot screen %=5.0
CCCCNC(=O)c1cccc(C(=O)NCCCC)c1	-2%	26%	i	10	13%	-9%	6	-4%	-5%
O=C1Nc2ccccc2C12Nc1ccccc1S2 (stereo not given)	-4%	-2%	i	5	15%	6%	8	6%	x
O=C(CSc1nnc(-c2ccco2)n1CC1CCCO1)N1CCCCC1 (stereo not given)	-12%	-6%	i	7	2%	-3%	1	8%	-2%	PMK inhibit pilot replicates=0.0;Spn MK inh pilot replicates=0.0;Spn DPM-DC inh pilot screen %=0.0
COC(=O)c1ccc(Cn2nnc3ccccc3c2=O)o1	-4%	-6%	i	2	3%	1%	8	-4%	-1%
Cc1ccc(C(C(=O)NCc2ccc(F)cc2)N(C(=O)c2csnn2)C2CC2)o1 (stereo not given)	-10%	-20%	i	5	11%	6%	13	-1%	1%
Cc1cc(C)c2c(=O)[nH]c(=O)n(Cc3ccccc3)c2n1	4%	-3%	i	1	14%	-82%	9	0%	-6%	PMK inhibit pilot replicates=5.0;Spn MK inh pilot replicates=5.0;Spn DPM-DC inh pilot screen %=4.0
CCc1nnc2c3cnn(-c4ccccc4)c3ncn12	-12%	-10%	i	10	29%	2%	12	10%	-5%	PMK inhibit pilot replicates=0.0;Spn MK inh pilot replicates=0.0;Spn DPM-DC inh pilot screen %=0.5
CN1CC(=O)N(CC(=O)Nc2ccc(Cl)c(C(F)(F)F)c2)C1=O	0%	6%	i	0	9%	-2%	13	13%	3%
O=C(O)CCCn1nc(-c2ccccc2)c2ccccc21	8%	1%	i	8	0%	6%	12	-25%	-6%
COc1cccc(-n2c(SCC(=O)Nc3cc(C)on3)nc3c([nH]c4ccccc43)c2=O)c1	32%	35%	i	0	16%	-7%	14	x	15%	PMK inhibit pilot replicates=1.5;Spn MK inh pilot replicates=0.0;Spn DPM-DC inh pilot screen %=0.5
CCC(NS(=O)(=O)c1ccc(C)cc1)C(=O)N1CCC2(O)CCCCC2C1 (stereo not given)	-12%	-16%	i	0	12%	3%	0	6%	-2%	PMK inhibit pilot replicates=0.0;Spn MK inh pilot replicates=0.0;Spn DPM-DC inh pilot screen %=0.0
O=C(c1ccco1)n1nc(NCc2ccccc2)nc1NCc1ccccc1	-1%	-4%	i	6	5%	-9%	4	7%	3%
O=C1c2ccccc2C(=O)N1CCn1nc(Cl)nc1Cl	-7%	2%	i	6	8%	-5%	12	-7%	2%
CCCS(=O)(=O)N1CCN(CCCc2ccccc2)CC1	5%	12%	i	9	13%	-3%	16	14%	4%
O=S(=O)(N1CCCCC1)N1CCN(c2ccc(F)cc2)CC1	-21%	-15%	i	6	5%	-9%	8	7%	-7%
Cc1cc2ccccc2cc1CN1CCOCC1	-12%	-13%	i	11	9%	-5%	0	-15%	2%
COc1ccc(-c2cc(-c3cc(F)ccc3O)[nH]n2)cc1OC	9%	9%	i	4	-15%	2%	10	-3%	-9%
CC(=O)OC(Cn1nc(C)cc1C)c1ccccc1 (stereo not given)	0%	-11%	i	11	12%	0%	16	14%	24%
Nc1ncnc2c1cnn2-c1ccccc1	-6%	0%	i	0	6%	6%	9	4%	-7%
CN(C(=O)c1ccc(S(=O)(=O)NC2CCCC2)cc1)C1CCCCC1	-16%	-8%	i	12	18%	-8%	0	14%	4%	PMK inhibit pilot replicates=0.0;Spn MK inh pilot replicates=1.5;Spn DPM-DC inh pilot screen %=0.0
COc1cc(C2/C(=C(\O)c3ccc4c(c3)CC(C)O4)C(=O)C(=O)N2CCCn2ccnc2)ccc1O (stereo not given)	0%	-4%	i	8	10%	-2%	13	x	-3%
Cc1cc(N=Cc2c(O)ccc3ccccc23)no1	-6%	-6%	i	14	2%	4%	0	-1%	-3%
CCOC(=O)c1c(C)oc2cc(Br)c(OC(=O)N3CCOCC3)cc12	8%	1%	i	5	4%	-10%	4	15%	-5%
CC(C)(C)n1nnnc1C(c1ccncc1)N1CCN(C2CCCCC2)CC1 (stereo not given)	-20%	-18%	i	0	4%	4%	9	x	-9%
c1ccc(CNn2c(N3CCOCC3)nc3ccccc32)cc1	x	x	i	1	10%	-4%	9	9%	-3%
CCN1CCN(CCNC(=O)c2cn(Cc3ccccc3F)nn2)CC1	-12%	-8%	i	0	10%	-3%	14	7%	6%
O=S(=O)(Nc1ccc(O)c(CN2CCCCC2)c1)c1ccccc1	1%	15%	i	0	2%	1%	14	7%	3%
O=C1NCCN1C(=O)N(c1ccccc1)c1ccccc1	x	x	i	10	4%	-6%	13	10%	-3%
COc1ccccc1NC(=O)CSc1nnc(-c2ccco2)o1	-16%	-5%	i	11	7%	-10%	7	x	4%
COc1ccccc1NC(=O)COc1ccc(/C=N/n2cnnc2)cc1OC	-6%	-12%	i	9	12%	-2%	0	5%	3%
CCn1cc(C(=O)NCCc2ccccc2)c(=O)c2cc(F)c(N3CCN(C)CC3)cc21	41%	50%*	i	0	13%	-10%	4	4%	0%
New compounds follow.
SMILES	HPDE-C7 viability	KRASV12 cytotoxicity	Spn DPM-DC inh	Spn MK inh	Alkaline phosphatase	Bfl-1 inhibitors	PMK inhibit	LYP inhibition	HT1080 viability	others
Cc1cc(NC(=O)CC(C)(C)C)nc2c1c(=O)oc1ccccc12	x	x	i	7	x	x	3	-4%	-6%
CCC(=O)Nc1nc(C)c(C(=O)N2CCCCC2)s1	-2%	4%	i	11	0%	0%	3	-15%	-2%
Cc1ccsc1C(=O)OCC(=O)Nc1sccc1C(N)=O	x	x	i	0	10%	-7%	18	11%	0%
COc1cc(C(=O)N2CCN(Cc3ccccc3C(F)(F)F)CC2)cc(OC)c1OC	-18%	-11%	i	45*	14%	-12%	0	x	0%
CC(C)CCNC(=O)NC(=O)COc1ccccc1C#N	1%	2%	i	0	12%	-2%	4	x	2%	PMK inhibit pilot replicates=5.5;Spn MK inh pilot replicates=1.5;Spn DPM-DC inh pilot screen %=0.5
COc1ccc(NCc2nnc(SCC(=O)N3CCCc4ccccc43)o2)cc1	1%	8%	i	10	7%	5%	10	19%	-6%
